# Assay outcomes: PubChem, several laboratories
# IDE cell activ – IDE (human) activation, cell-based; P14735; HEK cells, FAbeta-B cleavage, fluorescence polarization; 0% vehicle, 100% cell-free pure enzyme wells; activation, % at 5.96 µM; 340,000 compounds, 0.073% hits; AID 493087;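 active = activation above the mean of all tested compounds plus 3 SD, set per screening campaign, cut at about 17% in these data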
# Target sequence (P14735 whole entry, looked up): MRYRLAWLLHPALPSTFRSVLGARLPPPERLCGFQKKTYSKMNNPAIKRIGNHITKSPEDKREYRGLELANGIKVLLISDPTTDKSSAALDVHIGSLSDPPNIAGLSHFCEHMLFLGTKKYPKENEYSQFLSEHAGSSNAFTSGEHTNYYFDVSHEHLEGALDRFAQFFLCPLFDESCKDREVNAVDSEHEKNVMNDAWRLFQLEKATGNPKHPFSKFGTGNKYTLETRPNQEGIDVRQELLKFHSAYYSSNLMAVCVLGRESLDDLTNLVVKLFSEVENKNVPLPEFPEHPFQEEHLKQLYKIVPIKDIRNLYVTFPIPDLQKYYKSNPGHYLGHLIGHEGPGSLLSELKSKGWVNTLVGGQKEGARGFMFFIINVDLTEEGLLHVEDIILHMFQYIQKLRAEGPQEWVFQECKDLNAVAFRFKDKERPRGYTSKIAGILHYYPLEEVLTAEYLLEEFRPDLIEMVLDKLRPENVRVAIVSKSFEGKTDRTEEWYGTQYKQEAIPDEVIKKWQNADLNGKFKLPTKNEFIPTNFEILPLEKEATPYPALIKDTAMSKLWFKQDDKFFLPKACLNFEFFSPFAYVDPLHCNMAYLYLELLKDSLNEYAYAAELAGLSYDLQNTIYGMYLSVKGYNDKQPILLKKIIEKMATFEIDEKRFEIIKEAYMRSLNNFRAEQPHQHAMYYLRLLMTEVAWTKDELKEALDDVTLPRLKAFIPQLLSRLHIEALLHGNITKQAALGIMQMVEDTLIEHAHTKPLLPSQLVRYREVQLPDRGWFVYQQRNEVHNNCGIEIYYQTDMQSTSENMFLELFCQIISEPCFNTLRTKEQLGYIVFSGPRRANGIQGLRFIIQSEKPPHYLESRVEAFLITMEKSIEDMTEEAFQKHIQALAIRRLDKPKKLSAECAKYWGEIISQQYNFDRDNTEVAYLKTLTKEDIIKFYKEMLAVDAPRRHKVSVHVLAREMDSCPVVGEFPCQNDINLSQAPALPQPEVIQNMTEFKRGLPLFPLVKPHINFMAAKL
# MEKK3 PB1 HTS – MEKK3-MEK5 PB1 interaction, increase or decrease; Q99759; bead-based flow cytometry, Alexa488-MEK5 binding to MEKK3; actives lie on both sides; 0 = blocked by unlabeled MEK5, 100 = vehicle; binding response (% of control), % at 10 µM; 290,000 compounds, 1.4% hits; AID 1529;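 active = binding response more than 3 SD above or below the average of its plate-row segment, actives on both sides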;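 note: Alexa488 bead fluorescence after subtracting the streptavidin-only scavenger bead signal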
# MEKK2 mut-MEK5 – signal of MEK5 binding to mutant human MEKK2 PB1 domain. 290,000 compounds, 0.35% hits. percent response, % at 10 µM. bead flow cytometry, Alexa488-MEK5 binding to MEKK2 mutant; in the data active = percent response above about 24%, passing the limit was not always enough; note: inactives centre near 1; some results filed as inactive read as strong as hits; reference of the scale not given here
# M18AAP inhibitor – blocks P. falciparum M18 aspartyl aminopeptidase | recombinant PfM18AAP, H-Glu-NHMec fluorogenic cleavage | inhibition, % at 7.35 µM | 290,000 compounds, 1.2% hits | AID 1822;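 active = inhibition above the campaign mean inhibition over all tested compounds plus 3 SD, cut at about 28% in these data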;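 note: 0% = plate median of test compound wells and 100% = 2 mM ZnCl2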
# SUMO HTRF inh – blocks human SUMOylation mediated by UBC9; HTRF SUMOylation assay, SAE1/SAE2 + UBC9, in vitro; inhibition, % at 35 µM; 290,000 compounds, 0.36% hits; P63279; AID 2006; in the data active = inhibition above about 50%, passing the limit was not always enough; note: strong numbers were not always called active
# IDE inh – inhibitors of human insulin-degrading enzyme in cells | inhibition, % at 5.59 µM | P14735 | 320,000 compounds, 0.41% hits | HEK cells, FAbetaB cleavage, fluorescence polarization;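 active = percent inhibition above the average of all tested compounds plus 3 SD, set per screening campaign, cut at about 16% in these data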;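 note: IDE supplied by intact live HEK cells; FP after avidin binding of uncleaved biotin substrate so inhibition keeps polarization high; 0% = DMSO wells and 100% = 60 µM reference IDE inhibitor Ii1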
# pCIP destab – p/CIP protein destabilization | 290,000 compounds, 0.01% hits | F442A p/CIP-EGFP cells, EGFP fluorescence, 16 h | Q05BA5 | decrease of EGFP signal, % at 10 µM;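 active = EGFP signal decrease of at least 30% at 10 µM or well 3 SD below plate mean, unless failing retest; inactive = the rest, including hits failing retest or dose response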; note: some compounds called inactive have numbers as strong as hits; many of its hits are not listed in these tables
# MEKK2 WT-MEK5 – raises or lowers MEK5 binding to wildtype human MEKK2 PB1 domain; bead flow cytometry, Alexa488-MEK5 binding to MEKK2 WT; actives lie on both sides; binding response (% of control), % at 10 µM; 290,000 compounds, 1.1% hits; AID 1531; in the data active = binding response below about 67% or above about 130%
# NALP1 yeast inh – NALP1 inhibition; S. cerevisiae NALP1/ASC/caspase-1 growth, X-gal OD620, 72 h; 280,000 compounds, 0.61% hits; AID 2071; inhibition, % at 10 µM; in the data active = inhibition mostly above about 24%, no sharp cut-off; inactive = mostly below about 32%; note: some compounds called inactive have numbers as strong as hits
# * hit, by the source's call; / = no result given; & = joins results of further samples.
SMILES,IDE cell activ,MEKK3 PB1 HTS,MEKK2 mut-MEK5,M18AAP inhibitor,SUMO HTRF inh,IDE inh,pCIP destab,MEKK2 WT-MEK5,NALP1 yeast inh
CCOC(=O)c1c(NC(=O)CCN2C(=O)c3ccccc3C2=O)sc(C(=O)OC(C)C)c1C,7,103,3,3,-3,-6,-20,97,18
COc1ccc(/C=C2\SC(=S)N(CCC(=O)Nc3ccccn3)C2=O)cc1OC,0,102,-9,5,-15,0,4,86,17
O=C(N/N=C/c1cc2c(cc1[N+](=O)[O-])OCO2)c1cccnc1,8,88,-24,-2,42,4,-2,83,/
CCn1cc(CCC(=O)NCCc2ccccc2)c2ccccc21,-2,111,12,-6,30,-4,-7,112,16
O=C(COc1cccc2cccnc12)NNC(=O)Nc1ccccc1,4,92,-11,-3,2,0,-10,89,-34
Nc1nc2ccc(Cl)cc2c2nc(-c3ccco3)nn12,/,110&104,4&3,14,7,-2,-8,109&100,0
O=C(C1COc2ccccc2O1)N1CCN(Cc2ccccc2)CC1 (stereo not given),4,100,1,1,-7,0,3,101,18
COCCN1CCC(CNCc2cn(-c3cc(C)ccc3C)nc2-c2ccccc2)C1 (stereo not given),-2,107,9,-9,-5,5,-11,163*,5
O=C(Cn1cnc(S(=O)(=O)N2CCCCC2)c1)Nc1ccc(OC(F)(F)F)cc1,-1,96,-1,-5,-3,0,6,95,12
O=C(COC(=O)c1cccc(NS(=O)(=O)c2ccc(F)c(F)c2)c1)NC(=O)NC1CCCCC1,6,96,-2,-17,-5,4,0,102,23
CCOC(=O)CCc1c(C)nc(SCCCn2c(=O)[nH]c3ccccc32)c(C#N)c1C,-1,78,-13,5,-5,-3,-7,80,-35
Cc1ccc(OCC(=O)Nc2ccc(S(=O)(=O)N3CCOCC3)cc2)c([N+](=O)[O-])n1,3,102,-2,7,3,-4,0,95,4

# Reprinted from the part before: 2 entries, then new ones.
SMILES,IDE cell activ,MEKK3 PB1 HTS,MEKK2 mut-MEK5,M18AAP inhibitor,SUMO HTRF inh,IDE inh,pCIP destab,MEKK2 WT-MEK5,NALP1 yeast inh
CCOC(=O)CCc1c(C)nc(SCCCn2c(=O)[nH]c3ccccc32)c(C#N)c1C,-1,78,-13,5,-5,-3,-7,80,-35
Cc1ccc(OCC(=O)Nc2ccc(S(=O)(=O)N3CCOCC3)cc2)c([N+](=O)[O-])n1,3,102,-2,7,3,-4,0,95,4
CCOC(=O)N1CCN(S(=O)(=O)c2c(C)cc(C)cc2C)CC1,-2,104,5,-5,22,7,-27,104,-1
CCn1cc(C(=O)NCCCOC(C)C)c(=O)c2cc(S(=O)(=O)N3CCCC3)ccc21,6,98,-5,-10,9,-6,6,99,17
CCCC(=Nc1ccc(N)cc1)C1=C(O)C(C(=O)OC)C(C)(C)CC1=O (stereo not given),4,81,-15,19,37,2,-11,87,15
O=C(COC(=O)CCC(=O)c1ccc(Cl)cc1)NCCc1ccccc1,1,93,-6,-9,-4,3,-9,91,10
COc1ccc(-c2nnn(CC(=O)N(C3CCCCC3)C(C)C(=O)NC3CCCC3)n2)cc1OC (stereo not given),5,98,0,4,24,3,-15,99,7
COc1ccc(NC(=O)C2CCCNC2=O)cc1 (stereo not given),6,110,7,-15,11,/,-8,110,16
Cc1cccc(N(C(=O)Cn2nnc(-c3ccccc3F)n2)C(C(=O)NC(C)(C)C)c2ccncc2)c1 (stereo not given),-1,94,-3,-12,28,-2,12,93,-6
CNC(=S)N/N=C/c1c(C)c(C(=O)c2ccc(F)cc2)n2ccccc12,2,105,-2,3,3,-2,0,99,5
Cc1ccc(C)c(NC(=O)C2CCCN(S(=O)(=O)c3c(C)nn(C)c3C)C2)c1 (stereo not given),2,98,2,-5,0,8,-2,99,3
Cc1ccc2c(c1)CCCN2C(=O)Nc1ccc2c(c1)OCO2,7,94,-5,7,-4,-1,-3,94,19
CCn1c(NCc2ccc3c(c2)OCO3)nc2ccccc21,-3,95,-4,-8,21,4,2,95,-4
O=C(CC(=O)NCCc1ccccc1)NCCc1ccccc1,5,97,4,6,8,5,-16,99,6
Nc1cc(N2CCCC2)ccc1[N+](=O)[O-],3,99,-12,14,6,-3,-15,93,-11
CCn1nc(C)cc1C(=O)NC1CCCc2c1cnn2-c1ccc(C)c(C)c1 (stereo not given),4,99,7,1,-19,4,-23,105,9
COc1cccc(-c2nc(CS(=O)CC(=O)NCCc3ccc(C)cc3)c(C)o2)c1 (stereo not given),-2,99,6,0,0,0,-8,103,-11
Cc1ccc(NC(=O)c2ccc3nc[nH]c3c2)cc1C,1,101,10,-5,0,5,3,108,25
COc1cc(/C=C/C(=O)OCC(=O)Nc2ccc(S(=O)(=O)N3CCCC3)cc2)ccc1O,2,98,-2,1,7,2,-9,100,6
COc1ccc(C(Cl)=C(c2ccc(OC)cc2)c2ccc(OC)cc2)cc1,1,84,4,0,-2,-1,-22,101,12
CO/N=C/NC(=O)N1OC[C@@H]2COc3ccc4ccccc4c3[C@@H]21,0,102,8,-6,-2,4,-8,107,5
O=C(CCN1C(=O)c2ccccc2C1=O)C1=NN[C@@H]2C(=O)N(c3ccc(F)cc3)C(=O)[C@H]12,2,102,3,5,-11,1,-12,106,19
CC(=O)NN1C(=O)/C(=C\c2ccccc2)SC1=S,5,/,/,21,23,7,-10,/,4
COc1ccc(/C=N/N=C2\SC(CC(=O)O)C(=O)N2c2ccccc2)cc1 (stereo not given),5,100,-2,-1,-19,3,-7,99,23
Cc1ccc(N2CC(C(=O)N3CCN(c4ccccc4)CC3)CC2=O)cc1 (stereo not given),1,101,2,-11,-6,0,-2,101,11
CNC(=S)/N=C/NOCc1c(Cl)cccc1Cl,3,121,0,0,-3,5,4,107,21
COc1cccc(OC)c1CNC(=O)C1CCC(=O)N(CC2CCCCC2)C1 (stereo not given),1,96,1,-7,15,0,-15,99,-1
CCOC(=O)c1c(C)nc2sc3c(=O)n(-c4ccc(OC)cc4)nnc3c2c1-c1ccc(OC)cc1,2,98,-1,2,16,0,-18,98,0
COc1ccc(/C(CC2(O)C(=O)Nc3ccccc32)=N\O)cc1 (stereo not given),-2,93,-6,0,-9,0,-3,91,-12
Cc1ccccc1NC(=O)c1cnn(-c2ccccc2)c1NC(=O)c1ccco1,-2,91,-7,2,20,4,4,88,13
CCC(=O)c1ccc(OCC(=O)OCC(=O)c2cc(C)n(C)c2C)cc1,2,103,5,6,-3,0,-4,108,-3
Cc1ccc(-c2cc(C(=O)Nc3cccnc3)c3ccccc3n2)s1,1,104,6,7,48,1,5,101,6
CCCC12CN(C(=O)c3ccc(OC)cc3)CC(C)(CN(C(=O)c3ccc(OC)cc3)C1)C2=O,0,102,5,1,14,9,-6,106,11
O=C(c1cc(-c2cccc(Br)c2)nc2ccccc12)N1CCCC1,1,98,1,-5,13,-2,-10,99,14
Cc1cc(SCC#N)n2nc(C)c(-c3ccc(Cl)cc3)c2n1,9,105,6,-11,9,-3,-8,111,2
Cc1cc(C(=O)CSc2nnc(-c3ccc(F)cc3)o2)c(C)n1CC1COc2ccccc2O1 (stereo not given),3,105,8,2,11,5,-4,101,-5
Cc1cc(C(=O)Nc2cc(C)on2)on1,3,102,2,3,-2,1,4,102,3
CC(=O)N1CCN(c2ccc(NC(=O)c3cc4ccccc4o3)cc2)CC1,0,103,12,-5,-2,9,-7,112,10
Cc1ccc(C(=O)NCC(=O)OCc2nnc(-c3ccccc3)o2)cc1,4,98,-3,3,-2,-1,4,98,16
CN1CCN(CCCNC(=O)C2CC(=O)N(C3CCCCC3)C2)CC1 (stereo not given),5,100,3,0,-1,2,-5,105,-5
COC(=O)c1ccccc1NC(=O)Cn1cc(Br)cn1,-3,100,-2,3,-1,1,1,101,-5
COc1ccc(-c2nc3c4ccccc4[nH]c(=O)n3n2)cc1,2,100,0,-6,3,7,-2,93,/
CC12CC(O)C3c4ccc(O)cc4CCC3C1CC/C2=N\O (stereo not given),2,105,8,0,5,-4,-1,105,21
Cn1c(=O)oc2cc(S(=O)(=O)NC3CCCCCCC3)ccc21,3,103,5,4,-1,0,-6,102,-3
CCOC(=O)Cc1csc(NC(=O)c2c(C)noc2C)n1,4,101,6,-1,5,-2,-12,100,9
N#CC1=C(N)N(c2ccc(Oc3ccccc3)cc2)C(=O)C1,4,103,5,-11,36,9,-9,102,11
O=c1[nH]cnc2c1cnn2Cc1ccccc1,2,100,-1,-2,27,1,-18,95,7
Cc1ccc(-c2nnc(Nc3ccc4c(c3)OCO4)c3ccccc23)cc1S(=O)(=O)NCCO,5,99,-1,-3,-12,1,13,99,17
CCOc1cc(S(=O)(=O)NCc2ccncc2)ccc1Cl,/,101,-1,-5,12,-1,-38,101,-5
Fc1ccc(-n2nnnc2-c2ccccc2Cl)cc1,-1,94,-2,3,4,2,4,94,0

# A portion from further up:
SMILES,IDE cell activ,MEKK3 PB1 HTS,MEKK2 mut-MEK5,M18AAP inhibitor,SUMO HTRF inh,IDE inh,pCIP destab,MEKK2 WT-MEK5,NALP1 yeast inh
N#CC1=C(N)N(c2ccc(Oc3ccccc3)cc2)C(=O)C1,4,103,5,-11,36,9,-9,102,11
O=c1[nH]cnc2c1cnn2Cc1ccccc1,2,100,-1,-2,27,1,-18,95,7
Cc1ccc(-c2nnc(Nc3ccc4c(c3)OCO4)c3ccccc23)cc1S(=O)(=O)NCCO,5,99,-1,-3,-12,1,13,99,17
CCOc1cc(S(=O)(=O)NCc2ccncc2)ccc1Cl,/,101,-1,-5,12,-1,-38,101,-5
Fc1ccc(-n2nnnc2-c2ccccc2Cl)cc1,-1,94,-2,3,4,2,4,94,0

# Following part
SMILES,IDE cell activ,MEKK3 PB1 HTS,MEKK2 mut-MEK5,M18AAP inhibitor,SUMO HTRF inh,IDE inh,pCIP destab,MEKK2 WT-MEK5,NALP1 yeast inh
CC1C(=O)Nc2ccc(S(=O)(=O)N3CCc4ccccc4C3)cc2NC1=O (stereo not given),0,102,-2,0,11,1,-16,98,7
COc1cc(NC(=O)c2nnn(Cc3ccc(SC)cc3)c2N)cc(OC)c1,9,104,2,-1,-3,-2,-32,104,-13
Cc1ccc(/C=N/NC(=O)Cn2nc(C)c([N+](=O)[O-])c2C)o1,2,104,12,4,-3,1,-1,108,1
COC(=O)CCC(=O)NC1CC(C)(C)Cc2c1cnn2-c1ccc(F)cc1 (stereo not given),1,96,2,1,-2,5,6,104,5
COc1cc(/C=C2\SC(=S)N(c3cccnc3)C2=O)ccc1O,-90,73,-11,2,15,45*,6,78,/
COCCC(=O)N1CCC(Oc2ccc(C(=O)NC3CCOC(C)(C)C3)cc2)CC1 (stereo not given),4,98,-3,-18,24,6,0,93,23
CCCCCC(=O)NNC(=O)c1c(O)c2ccccc2n(CC)c1=O,14,99,-13,3,-4,5,-11,88,-12
COCCNc1nnc(SC(C)C(=O)Nc2ccc(-c3nc4ccc(C)cc4s3)cc2)s1 (stereo not given),1,102,-5,2,10,4,-6,104,30
O=c1cc(Cn2nnc(-c3ccc(Cl)cc3)n2)nc2sccn12,4,99,2,0,13,3,-4,101,-16
O=C(CCCn1c(=S)[nH]c2ccsc2c1=O)NC1CCCCC1,-5,100,1,3,6,4,12,100,-30
COc1ccc(NC(=O)N(CCN2CCCC2)Cc2cc3cc(OC)c(OC)cc3[nH]c2=O)cc1,-2,/,/,5,0,-5,-4,/,3
Cc1ccc(N2C(=O)c3ccccc3C2=O)cc1,1,97,-2,2,12,2,-2,97,/
CCc1nnc(NC(=O)c2ccc(OC)cc2OC)s1,4,106,1,-7,1,-2,12,102,16
CCCC(=O)Nc1c2c(nn1-c1ccc(C)cc1)CS(=O)(=O)C2,2,106,9,-4,12,2,-8,113,7
C/C(=N\NC(=O)c1ccc([N+](=O)[O-])cc1)c1cc2ccccc2oc1=O,9,99,3,11,-10,-1,3,111,8
CN1CCN(Cc2cc(=O)oc3cc4c(cc23)CCC4)CC1,2,99,2,10,27,1,-19,101,15

# These rows are one share of the data; the hit share may differ from the screen's.
